Giardia FBPA inh: blocks Giardia fructose-bisphosphate aldolase activity. purified Giardia FBPA. Potency, µM (highest dose often 59.6 µM), for inactives: top-dose activity, negative = inhibition, actives largely listed as inhibitors. AID 2451. A8B2U2. 290,000 compounds, 0.71% hits; also: potency is read from the fitted curve at half-maximal effect; nearly all actives have a fitted effect of over 55% in size
Target sequence (A8B2U2 whole entry, looked up): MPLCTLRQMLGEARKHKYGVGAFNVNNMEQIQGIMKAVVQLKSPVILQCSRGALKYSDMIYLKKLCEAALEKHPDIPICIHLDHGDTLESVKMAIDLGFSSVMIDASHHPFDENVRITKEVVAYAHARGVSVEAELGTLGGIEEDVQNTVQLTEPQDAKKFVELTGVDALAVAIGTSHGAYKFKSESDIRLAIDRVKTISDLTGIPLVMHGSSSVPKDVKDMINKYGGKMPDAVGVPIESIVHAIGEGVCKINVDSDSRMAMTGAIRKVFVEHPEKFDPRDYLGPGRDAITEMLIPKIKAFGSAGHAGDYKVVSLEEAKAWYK
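Giardia FBPA (40 nM reagent) was preincubated 10 min at RT with compound (up to 57.5 uM final), then substrate plus GAPDH/TPI/NAD/arsenate coupling system with diaphorase/resazurin was added; resorufin fluorescence (525/598 nm) was read after 20 min.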
HCMV antiviral: blocks human cytomegalovirus replication | activity change, negative = inhibition, % at 57.5 µM | 410,000 compounds, 4.5% hits | HFF cells, HCMV-luciferase reporter, 72 h; active compounds read low | AID 1259415; in the data active = activity change below about -60%; inconclusive = no clear call, values can overlap the other calls; inactive = above about -39%
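Screen run at 2 compound doses on HFFs infected with reporter HCMV, MOI 1 PFU/cell. Luciferase activity from cell lysates at 72 h post infection gave inhibition relative to buffer-only and Salinomycin wells.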
HCV inhibitor: blocks hepatitis C virus; Huh7.5.1 HCVcc-Cre infection, luciferase reporter, 44 h; Potency, µM (top dose mostly 41.8 µM), for the others: at the highest dose activity change, negative = inhibition, actives largely listed as inhibitors; 340,000 compounds, 3.4% hits; also: potency is read from the fitted curve at half-maximal effect
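1,000 cells/well; 4 h culture; + compound; + HCVcc-Cre (~0.5 moi); 44 h; luciferase substrate, RT 15 min; read 15 sec.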
AMA1 RON2 block: disrupts binding of P. falciparum AMA1 to RON2 | AlphaScreen AMA1-biotinylated RON2 peptide binding | Potency, µM (top dose mostly 58.2 µM), for inactives: at the top dose activity change, negative = inhibition, most hits filed as inhibitors | 360,000 compounds, 0.2% hits | AID 720542;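 also: potency is read from the fitted curve at half-maximal effect; 0% = vehicle wells and -100% = peptide control; nearly all actives have a fitted effect of over 45% in size; some results filed as inactive show a strong effect at the top dose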
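AMA1 (3D7) with his tag at 25 nM final met compounds first, then biotinylated RON2 peptide at 25 nM; detection used donor plus acceptor beads, 10 µg/mL apiece, read by AlphaScreen after 30 min at room temperature.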
Sm TGR block: S. mansoni TGR enzyme inhibition; Potency, µM (highest dose often 114 µM), for inactives: top-dose activity change, negative = inhibition, actives largely listed as inhibitors; 360,000 compounds, 3% hits; purified TGR, DTNB reduction, TNB absorbance 405 nm; Q962Y6; also: potency is read from the fitted curve at half-maximal effect; nearly all actives have a fitted effect of over 60% in size
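Kinetic colorimetric format: TGR-catalysed, NADPH-driven DTNB reduction monitored via TNB absorbance. Enzyme dispensed at 20 nM; compound exposure 15 min at room temperature before reaction start.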
AmpC inh detg: blocks E. coli AmpC beta-lactamase in detergent assay; P00811; AmpC hydrolysis of nitrocefin, absorbance 480 nm, 0.01% Triton; Potency, µM (doses to about 114 µM), for inactives: at the highest dose activity change, negative = inhibition, most hits filed as inhibitors; 370,000 compounds, 0.041% hits;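 also: potency is read from the fitted curve at half-maximal effect; 0% = no-compound wells and -100% = no-enzyme wells; nearly all actives have a fitted effect of over 25% in size; some results filed as inactive show a strong effect at the top dose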
Target sequence (P00811 whole entry, looked up): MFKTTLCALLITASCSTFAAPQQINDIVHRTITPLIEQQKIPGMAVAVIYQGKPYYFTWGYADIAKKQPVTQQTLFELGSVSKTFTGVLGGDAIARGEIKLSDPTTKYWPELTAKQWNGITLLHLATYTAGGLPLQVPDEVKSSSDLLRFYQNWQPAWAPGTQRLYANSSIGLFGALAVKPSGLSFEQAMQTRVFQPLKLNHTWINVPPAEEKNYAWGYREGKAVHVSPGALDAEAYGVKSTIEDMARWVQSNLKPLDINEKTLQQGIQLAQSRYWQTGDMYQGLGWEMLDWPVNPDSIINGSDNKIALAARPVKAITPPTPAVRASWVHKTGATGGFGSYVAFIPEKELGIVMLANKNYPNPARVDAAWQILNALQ
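20 mM phosphate pH 7.0 + 0.01% (detergent screen) or 0.0001% Triton X-100; 5.3 nM AmpC reagent; cpd preinc 15 min RT; nitrocefin (800 uM stock) to start; A480 q20 s × 4 min; Activity was normalised to no-enzyme and no-compound control wells.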
The depositor's hits bear a star; ? = inconclusive; nt = no result given; [ ] = dose if it differs, or a comment. Unless noted, calls follow the shape of the dose curve; as a rule, active = well fitted curve in the direction sought with a large enough effect; inconclusive = small, poorly fitted or top-dose-only effect, or another doubt; inactive = no such curve, though single readings can be large; an effect the other way counts as inactive or inconclusive. Unless noted, % is scaled to controls: 0 for no effect and ±100 for the full control effect. Random draw from the library (roughly 9.3% active in at least one column).

SMILES	Giardia FBPA inh	HCMV antiviral	HCV inhibitor	AMA1 RON2 block	Sm TGR block	AmpC inh detg
Nc1c(C(=O)N2CCCC2)sc2nc(-c3ccccc3)ccc12	-4.0%	4.9	-12.2%	10.7%	6.9%	2.1%
CCN(CC)c1ccc(/C=C/c2ccc3ccc(OC)cc3[n+]2CC)cc1	6.5%	-96.9*	2.24µM*	?	0.1%	-5.9%
O=C(CNS(=O)(=O)c1cccs1)NCCc1ccc(Cl)cc1	3.8%	-12.2	1.3%	-6.7%	-0.1%	-3.9%
COc1ccc(C2N(Cc3ccccc3)CCN2Cc2ccccc2)cc1[N+](=O)[O-]	-0.6%	-6.1	-6.5%	8.7%	5.8%	0.1%
Cn1nc(C(=O)OCC(=O)Nc2sccc2C(N)=O)c2ccccc2c1=O	-2.2%	13.4	-19.6%	-1.7%	-7.7%	6.7%
Brc1ccc(-c2cn3nc4c(nc3n2)CCCC4)cc1	-29.2%	?	-15.1%	29.6%	?	3.7%
O=C(NNC(=O)c1ccccc1[N+](=O)[O-])c1ccccn1	15.8µM*	-17.0	10.0%	94.8%[activator]	18.6%	-5.6%
O=C(Nc1ccc2oc(-c3ccccc3)nc2c1)C1CCCO1 (configuration not stated)	-0.8%	87.4	-0.4%	1.7%	3.4%	?
Cc1ccc(NC(=O)N2CCCCC2)cc1NC(=O)N1CCCCC1	1.9%	-30.1	-22.2%	-10.1%	-4.6%	-3.5%
Nc1nnnn1/N=C/c1ccc(Cl)cc1	2.0%	-24.1	3.2%	1.7%	-0.5%	-8.3%
COc1ccc(OC)c(NC(=S)N2CCCC2)c1	nt	24.3	3.8%	-11.6%	2.8%	3.1%
CCOC(=O)C1CCCCN1S(=O)(=O)c1cc2c(cc1C)NC(=O)CO2 (configuration not stated)	9.1%	?	-28.1%	21.2%	4.2%	-13.8%
Cc1ccc(CNC(=O)C2=NNC(=O)CC2)cc1	3.4%	-4.0	7.5%	22.3%	5.0%	?
CN(C)CCCNC(=O)C[C@H]1C[C@H](C(=O)N2CCOCC2)[C@@]2(CCC3CCCC3)c3[nH]c4cc(CCC(=O)N(C)C)ccc4c3CCN2C1=O	nt	-26.7	29.1%	-5.2%	nt	nt
O=C(O)/C=C/C(=O)N1Cc2cc3ccccc3nc2C1	4.3%	17.4	7.6%	-15.3%	-3.7%	-8.6%

Among those listed so far, three have a thiophene ring, fused or not.
SMILES	Giardia FBPA inh	HCMV antiviral	HCV inhibitor	AMA1 RON2 block	Sm TGR block	AmpC inh detg
Nc1c(C(=O)N2CCCC2)sc2nc(-c3ccccc3)ccc12	-4.0%	4.9	-12.2%	10.7%	6.9%	2.1%
O=C(CNS(=O)(=O)c1cccs1)NCCc1ccc(Cl)cc1	3.8%	-12.2	1.3%	-6.7%	-0.1%	-3.9%
Cn1nc(C(=O)OCC(=O)Nc2sccc2C(N)=O)c2ccccc2c1=O	-2.2%	13.4	-19.6%	-1.7%	-7.7%	6.7%

Single entries from above:
`O=C(CNS(=O)(=O)c1cccs1)NCCc1ccc(Cl)cc1` @ AmpC inh detg = -3.9%
`CN(C)CCCNC(=O)C[C@H]1C[C@H](C(=O)N2CCOCC2)[C@@]2(CCC3CCCC3)c3[nH]c4cc(CCC(=O)N(C)C)ccc4c3CCN2C1=O` @ AMA1 RON2 block = -5.2%

Continued.
SMILES	Giardia FBPA inh	HCMV antiviral	HCV inhibitor	AMA1 RON2 block	Sm TGR block	AmpC inh detg
O=C1C2C(c3ccccc3)CC=CC2[C@H](c2cccc([N+](=O)[O-])c2)N1Cc1ccccc1 (some centres not stated)	6.0%	-28.0	?	-10.1%	-13.3%	-0.6%
Cc1csc(NC(=O)C(Cl)c2ccccc2)n1 (configuration not stated) (tested in a mixture with another compound)	nt	14.5	11.4%	-8.6%	nt	nt
O=C(CN(c1ccccc1)S(=O)(=O)c1ccccc1[N+](=O)[O-])N1CCCC1	23.4%	-34.0	11.7%	-9.0%	-0.3%	-0.7%
C=CCc1ccc(OCCCNCc2ccccc2)c(OC)c1	?	46.3	-22.6%	-27.6%	?	-10.5%
O=C(O)c1ccc(C=NN=C2c3ccccc3-c3ccccc32)cc1	nt	16.0	16.6%	-9.1%	nt	nt
O=C(COc1ccccc1)NCC(c1ccc(Cl)cc1)N1CCOCC1 (configuration not stated)	nt	-14.2	nt	nt	-5.3%	8.1%
CCCOC(=O)c1ccc(NC(=O)Cc2cccs2)cc1	-2.2%	-24.9	10.4%	13.4%	114.1%	6.5%
COc1ccccc1NC(=O)c1cc2c(=O)n(Cc3cccs3)ccc2nc1C	nt	-22.8	nt	nt	-1.8%	-7.1%
CCOC(=O)C1CCN(CC(C)(C)NS(=O)(=O)c2ccccc2)CC1	?	-10.1	15.3%	6.7%	-3.6%	4.1%
CC(=O)OC1=C(C(C)=O)N(Cc2ccccc2)S(=O)(=O)c2ccccc21	nt	3.6	nt	nt	-20.4%	12.7%
CCn1c(SCC(=O)Nc2ccc3c(c2)OCCO3)nnc1C1CC1	-7.7%	-13.2	2.7%	-8.6%	-3.3%	0.6%
O=C(COC(=O)/C=C/c1ccccc1)NC1CCCC1	nt	-3.9	-6.6%	5.8%	nt	nt
COc1ccc(C(=O)Nc2cccc(-c3cc4ccccc4oc3=O)c2)cc1[N+](=O)[O-]	2.2%	17.8	?	-17.1%	0.0%	?
CCOCCCn1c(SCC(=O)Nc2ccc(C(N)=O)cc2)nc2ccccc2c1=O	18.8%	48.2	-11.1%	0.0%	16.2%	-4.1%
C=CCn1cc(CN2CCC(C(=O)Nc3ccc(Oc4cccnc4)cc3)CC2)c(C)n1	-2.5%	?	-13.8%	1.3%	3.5%	4.1%
O=[N+]([O-])c1cc(Br)c(Nc2ccccc2)c([N+](=O)[O-])c1	2.5%	-85.4*	?	25.1µM*	11.2µM*	-7.5%
O=C(NC1CC1)c1ccc(Cl)c(S(=O)(=O)N2CCOCC2)c1	0.2%	-29.6	10.2%	7.9%	-3.6%	-3.7%
CN1Cc2sc(NC(=S)NC(=O)c3ccccc3)c(C#N)c2CC1(C)C	-23.4%	-75.7*	?	-21.3%	31.6µM*	3.1%
C=CCNC(=S)NNC(=O)c1csc(CC)c1	-14.6%	30.4	19.9%	80.3%[activator]	1.4%	-0.7%
Cc1cccc(-n2c(C)nc3ccccc3c2=O)c1C	0.8%	-76.4*	9.0%	11.3%	17.0%	1.3%
COc1ccc(/C=N/Nc2nc(N3CCCC3)nc(N3CCCC3)n2)cc1O	0.4%	-24.1	?	62.1%[activator]	-6.6%	1.4%
Cc1nnc(SCc2ccc(F)cc2)n1NC/C=C/c1ccccc1	0.7%	25.0	?	-17.2%	-10.0%	-2.6%
CC(=O)c1ccc(NC(=O)CSc2nc(N3CCOCC3)nc(N3CCOCC3)n2)cc1	-7.8%	51.9	0.4%	-10.5%	-0.9%	?
CCc1ccc2c(c1)c(=O)c(S(=O)(=O)c1ccc(Cl)cc1)cn2CC	nt	-8.4	nt	nt	1.1%	-12.7%
O=C(NC(=O)N1CCN(c2ccccc2)CC1)c1ccc(Cl)cc1	2.9%	76.6	?	-5.8%	-2.6%	-15.5%
Cc1nn2c(=O)cc(COC(=O)c3ccccc3NC(=O)c3cccs3)nc2s1	nt	35.6	nt	nt	-6.1%	6.7%
Cc1ccccc1-n1c([C@@H]2C[C@H]2c2ccccc2)n[nH]c1=S	3.1%	?	-38.5%	71.3%[activator]	3.5%	-3.4%
O=C(NCCN1C(=O)C2C3C=CC(C3)C2C1=O)Nc1ccccc1O (configuration not stated)	5.4%	52.9	11.5%	-2.3%	?	-1.6%
CCOC(=O)C(CSCC(=O)c1ccc(Cl)cc1Cl)NC(=O)OC(C)(C)C (configuration not stated)	-14.9%	15.5	4.6%	-6.9%	-31.9%	-5.9%
CC(=O)Nc1ccc(-c2csc(NC(=O)Cc3ccccc3F)n2)cc1	-8.5%	33.7	?	-7.0%	-6.9%	?
CCc1ccc(N(CC)C(=O)c2sc3nc4n(c(=O)c3c2C)CCCC4)cc1	nt	-8.4	nt	nt	10µM*	10.8%
Cc1cc2c3nonc3ccc2n1C	4.5%	-9.5	?	13.9%	-4.4%	-1.5%
CCC1CCCCN1CCCCOc1cccc(Cl)c1 (configuration not stated)	?	9.6	?	-11.4%	0.3%	2.0%
N/C(=N\OC(=O)COc1ccc(Br)cc1)c1cccnc1	6.1%	0.1	9.3%	4.2%	2.0%	4.0%
CCc1nnc(NC(=O)C2CCCCN2S(=O)(=O)c2ccccc2)s1 (configuration not stated)	4.8%	13.8	-10.0%	12.4%	-10.7%	-5.5%
Cc1ccc(OCCNC(=O)CNC(=O)c2ccccc2Cl)cc1	nt	-22.7	1.7%	2.3%	-9.8%	-0.9%
CCn1ccc2cc(S(=O)(=O)N3CCCN(C(=O)Nc4ccc(C)c(F)c4)CC3)ccc21	nt	-36.1	nt	nt	-15.7%	-6.8%
COc1ccc(C(CNC(=O)c2oc3ccccc3c2C)N2CCCC2)cc1 (configuration not stated)	nt	-2.1	?	-3.9%[11.6 µM]	-5.8%	-2.7%
CC1=C(C(=O)Nc2ccccc2)C(c2ccccc2)n2nc(-c3ccco3)nc2N1 (configuration not stated)	nt	-7.5	nt	nt	-0.4%	21.9%
Cc1cccc(NC(=S)NCc2ccc3c(c2)cc(C)n3C)c1C	2.3%	17.6	?	12.4%	0.1%	-2.4%
Cc1ccc(NC(=O)Cn2nnc3ccccc32)c(C)c1	6.4%	-36.1	1.6%	-0.8%	0.6%	-3.6%
CCCc1ccc(Oc2cc(NN3CCCCC3)c([N+](=O)[O-])cc2[N+](=O)[O-])cc1	9.6%	11.0	47.8%[activator]	26.4%	0.3%	-14.2%
COc1ccc(OC)c(CCNC(=O)Cc2ccc(NC3=NC4CS(=O)(=O)CC4S3)cc2)c1 (configuration not stated)	-23.3%	-33.4	4.6%	12.5%	-16.3%	-17.0%
Cc1ccc(NS(=O)(=O)c2c(C(=O)N3CCCCCC3)c(C)n(C)c2C)c(Cl)c1	5.7%	-5.3	21.4%	-0.6%	-24.2%	-7.6%
C(=N\Nc1nc2ccccc2[nH]1)/c1ccncc1	2.8%	24.2	-20.0%	3.3%	16.0%	?
COCCCn1c(=O)/c(=C\c2ccccc2OC(F)F)s/c1=C(/C#N)C(N)=O	-6.0%	-33.5	-8.9%	3.2%	0.4%	6.4%
CCCOc1cccc(C(=O)N(Cc2ccc(C)o2)C2CCS(=O)(=O)C2)c1 (configuration not stated)	nt	?	nt	nt	2.2%	16.4%
CCOc1ccc2nc(SCC(=O)NCc3ccc(OC)cc3)[nH]c2c1	6.9%	-24.7	0.5%	0.1%	1.4%	-12.2%
CCOc1ccccc1-c1nc(C(N)=O)c2[nH]c(=O)n(-c3ccccc3)c2n1	-3.9%	0.1	6.3%	37.3%[activator]	5.7%	3.8%
Nc1nnc(SCC(=O)c2ccco2)s1	-7.4%	-15.6	-2.7%	31.2%[activator]	-10.4%	-6.4%
O=C(COc1ccc(Cl)cc1Cl)N1CCN(C(=O)c2ccco2)CC1	13.0%	2.7	5.8%	-12.1%	6.2%	-3.8%
O=C(Nc1ccc(OC(F)(F)F)cc1)c1ccc2ccccc2n1	-15.5%	7.8	-3.7%	-4.6%	-5.2%	-1.7%
CO/N=C/C(=N\Nc1ccc(C)cc1)C(=O)c1ccc(OC)cc1	3.3%	-18.0	?	-7.1%	5.0%	-20.3%
Cn1c(=O)n(Cc2ccco2)c(=N)c2c3c(sc21)CCC3	1.6%	20.5	?	-3.7%	?	3.2%
